Screening data (PubChem)
FBPA Giardia inh: qHTS Assay for Inhibitors of Fructose-1,6-bisphosphate Aldolase from Giardia Lamblia. purified Giardia FBPA. A8B2U2. AID 2451, 2010. Potency, µM (highest dose often 59.6 µM), for the others: top-dose activity, negative = inhibition, most hits filed as inhibitors. 0.71% of 290,000 active; note: potency is the fitted concentration of half-maximal effect; % is set by controls: 0 for no effect and ±100 for the full control effect; nearly all actives have a fitted effect of over 55% in size
Target sequence (A8B2U2 whole entry, looked up): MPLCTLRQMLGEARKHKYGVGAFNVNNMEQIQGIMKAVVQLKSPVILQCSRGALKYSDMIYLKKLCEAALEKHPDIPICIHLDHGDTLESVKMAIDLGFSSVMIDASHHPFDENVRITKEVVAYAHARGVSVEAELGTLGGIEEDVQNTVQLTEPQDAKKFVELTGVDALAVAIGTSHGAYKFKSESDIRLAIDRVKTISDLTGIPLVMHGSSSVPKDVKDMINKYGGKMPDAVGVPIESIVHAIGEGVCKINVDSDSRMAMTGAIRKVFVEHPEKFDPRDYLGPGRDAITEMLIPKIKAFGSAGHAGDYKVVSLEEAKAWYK
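40 nM FBPA preincubated 10 min at RT with compound (up to 57.5 uM final), then substrate plus GAPDH/TPI/NAD/arsenate coupling and diaphorase/resazurin added. Fluorescence read after 20 min at RT, 525/598 nm.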
CHX counter: Cycloheximide Counterscreen for Small Molecule Inhibitors of Shiga Toxin; 12% of 300,000 active; cell reporter, cycloheximide protein synthesis inhibition counterscreen; AID 2314, 2010; max response, %; in the data active = max response mostly above about 13%, no sharp cut-off; inactive = mostly below about 14%; note: read at 38.3 µM for the half of the compounds with a filed dose; 0% is about no effect
Shiga toxin inh: A qHTS for Small Molecule Inhibitors of Shiga Toxin; Vero cells, Shiga toxin protein synthesis inhibition reporter; inhibition, % at 38.7 µM; 9.2% of 290,000 active; AID 2315, 2010; in the data active = inhibition mostly above about 28%, no sharp cut-off; inactive = mostly below about 43%; note: 0% is about no effect
HCV inh: qHTS Assay for Inhibitors of Hepatitis C Virus (HCV) | Huh7.5.1 HCVcc-Cre infection, luciferase reporter, 44 h | Potency, µM (highest dose often 41.8 µM), inactives show at the top dose activity change, negative = inhibition, actives largely listed as inhibitors | 3.4% of 340,000 active; note: potency is the fitted concentration of half-maximal effect; % is set by controls: 0 for no effect and ±100 for the full control effect
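Infectious HCV cell culture screen: compound-treated cells (1,000/well, pre-plated 4 h) are infected with HCVcc-Cre at roughly 0.5 moi and grown 44 h. Infection is quantified by luciferase signal after 15 min substrate incubation at room temperature.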
Pf growth 48h: Primary qHTS for delayed death inhibitors of the malarial parasite plastid, 48 hour incubation; P. falciparum luciferase growth in erythrocytes, 48 h; Potency, µM (titrated, usually from 28.7 µM), without a hit: at the highest dose activity change, negative = inhibition, usual class: inhibitors; 5.9% of 310,000 active; note: potency is the fitted concentration of half-maximal effect; % is set by controls: 0 for no effect and ±100 for the full control effect
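Parasite viability was followed by luminescence of a genomically integrated firefly luciferase. Cultures held 0.1% parasitemia at 2% hematocrit (final), incubated under 5% CO2 at 37 C.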
Pf growth 96h: Primary qHTS for delayed death inhibitors of the malarial parasite plastid, 96 hour incubation | AID 504834, 2011 | 6.9% of 320,000 active | P. falciparum luciferase reporter growth, 96 h | Potency, µM (titrated, usually from 28.7 µM), for inactives: at the top dose activity change, negative = inhibition, actives largely listed as inhibitors; note: potency is the fitted concentration of half-maximal effect; % is set by controls: 0 for no effect and ±100 for the full control effect
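96 h incubation, 37 C, 5% CO2, of luciferase-reporter P. falciparum-infected RBCs (2% hematocrit, 0.05% parasitemia final) with test compounds; endpoint luminescence.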
* hit, by the source's call; [ ] = remark or other dose. Unless noted, calls come from the whole dose curve; as a rule, active = well fitted curve in the direction sought with a large enough effect; inconclusive = small, poorly fitted or top-dose-only effect, or another doubt; inactive = no such curve, though single readings can be large; an effect the other way counts as inactive or inconclusive. Compounds as they come; overall some 24% were active at least once.

CC[C@H](C)[C@H](NC(=O)[C@H](CCC(=O)O)NC(=O)[C@@H](N)CO)C(=O)N[C@@H](CCC(N)=O)C(=O)N[C@@H](CC(C)C)C(=O)N[C@@H](CCSC)C(=O)N[C@@H](Cc1cnc[nH]1)C(=O)N[C@@H](CC(N)=O)C(=O)N[C@@H](CC(C)C)C(=O)NCC(=O)N[C@@H](CCCCN)C(=O)N[C@@H](Cc1cnc[nH]1)C(=O)N[C@@H](CC(C)C)C(=O)N[C@@H](C)C(=O)N[C@@H](CO)C(=O)N[C@H](C(=O)N[C@@H](CCC(=O)O)C(=O)N[C@@H](CCCNC(=N)N)C(=O)N[C@@H](CCSC)C(=O)N[C@@H](CCC(N)=O)C(=O)N[C@@H](Cc1c[nH]c2ccccc12)C(=O)N[C@@H](CC(C)C)C(=O)N[C@@H](CCCNC(=N)N)C(=O)N[C@@H](CCCCN)C(=O)N[C@@H](CCCCN)C(=O)N[C@@H](CC(C)C)C(=O)N[C@@H](CCC(N)=O)C(=O)N[C@@H](CC(=O)O)C(=O)N[C@H](C(=O)N[C@@H](Cc1cnc[nH]1)C(=O)N[C@@H](CC(N)=O)C(=O)N[C@@H](Cc1ccccc1)C(=O)O)C(C)C)C(C)C was read as FBPA Giardia inh 1%, CHX counter -7 and Shiga toxin inh -18.
Screening Cc1cc(C)n(CC(O)COc2ccc(C(C)C)c(C)c2)n1 (stereo not drawn) returned FBPA Giardia inh 6%, CHX counter 10, HCV inh inconclusive, Pf growth 48h 65%[activator] and Pf growth 96h 90%[activator].
Screening CCCCN(C(=O)c1cc2c(s1)CCCCC2)c1c(N)n(CCC)c(=O)[nH]c1=O returned HCV inh -14%, Pf growth 48h -26% and Pf growth 96h 29%.
Screening Clc1ccc(-c2nnc3sc(Cc4cccs4)nn23)c(Cl)c1 returned FBPA Giardia inh 3%, CHX counter -2, Shiga toxin inh 70, HCV inh 10%, Pf growth 48h -28% and Pf growth 96h inconclusive.
`Cc1ccc(C(=O)N2c3ccccc3OCC2C)cc1` (stereo not drawn) gave FBPA Giardia inh 1%, CHX counter -4, Shiga toxin inh -8, HCV inh -4%, Pf growth 48h 3% and Pf growth 96h 9%.
`O=C(CN(C(=O)c1csnn1)c1ccc(Cl)cc1)NCCc1ccccc1` gave FBPA Giardia inh 16%, CHX counter -3, Shiga toxin inh 20, HCV inh -2%, Pf growth 48h 13µM* and Pf growth 96h inconclusive.
Cc1nc(N2CCN(S(=O)(=O)c3ccccc3)CC2)c2cc(-c3ccccc3)sc2n1 was read as FBPA Giardia inh 0%, CHX counter -3, Shiga toxin inh -10, HCV inh inconclusive and Pf growth 48h 25%.
Screening CCN(C(=O)C(C)Cl)c1ccccc1 (stereo not drawn) returned FBPA Giardia inh 5%, CHX counter 13, Shiga toxin inh 1, HCV inh 28%, Pf growth 48h 13% and Pf growth 96h 8%.
`CCCn1nc(C(=O)NNC(=O)CSC(C)C(=O)Nc2cc(C)on2)c2ccccc2c1=O` (stereo not drawn) gave CHX counter -2, Shiga toxin inh 12, HCV inh 8%, Pf growth 48h -1% and Pf growth 96h 0%.
Screening O=C(NCC(=O)N(c1ccccc1)C(C(=O)NC1CCCC1)c1ccncc1)c1cccs1 (stereo not drawn) returned FBPA Giardia inh -8%, CHX counter 15, Shiga toxin inh -8, HCV inh -1%, Pf growth 48h -10% and Pf growth 96h 28%.

Reprinted from the part before: three compounds; new compounds follow.
Screening CCN(C(=O)C(C)Cl)c1ccccc1 (stereo not drawn) returned FBPA Giardia inh 5%, CHX counter 13, Shiga toxin inh 1, HCV inh 28%, Pf growth 48h 13% and Pf growth 96h 8%.
`CCCn1nc(C(=O)NNC(=O)CSC(C)C(=O)Nc2cc(C)on2)c2ccccc2c1=O` (stereo not drawn) gave CHX counter -2, Shiga toxin inh 12, HCV inh 8%, Pf growth 48h -1% and Pf growth 96h 0%.
Screening O=C(NCC(=O)N(c1ccccc1)C(C(=O)NC1CCCC1)c1ccncc1)c1cccs1 (stereo not drawn) returned FBPA Giardia inh -8%, CHX counter 15, Shiga toxin inh -8, HCV inh -1%, Pf growth 48h -10% and Pf growth 96h 28%.
For Cc1c(CCC(=O)NCCCN2CCCC2=O)c(=O)oc2c(C)c(O)ccc12 the results were FBPA Giardia inh 10%, CHX counter -1, Shiga toxin inh 0, HCV inh -10%, Pf growth 48h -1% and Pf growth 96h -6%.
For CC(=O)c1nn(-c2ccc(Br)cc2)cc1C(=O)c1ccco1 the results were FBPA Giardia inh 2%, CHX counter 12, Shiga toxin inh 14, HCV inh -8%, Pf growth 48h inconclusive and Pf growth 96h inconclusive.
For Cc1ccc(S(=O)(=O)N(CC(=O)NN=C2CCN(C)CC2)c2ccc(F)cc2)cc1 the results were FBPA Giardia inh 2%, CHX counter -1, Shiga toxin inh -7, HCV inh 8%, Pf growth 48h 1% and Pf growth 96h 15%.
For CC(C)(C)NC(=S)N/N=C/c1cc(Br)c(O)c(Br)c1 the results were FBPA Giardia inh 16%, CHX counter 11, Shiga toxin inh 25, HCV inh -8%, Pf growth 48h inconclusive and Pf growth 96h 7.4µM*.
For COC(=O)C1=C(C(=O)OC)[C@@H]2N(Cc3ccccc3)c3ccccc3[C@@]23C[C@@H](CO)N(C(=O)NC2CCCC2)C3=N1 the results were FBPA Giardia inh -7%, CHX counter -3, Shiga toxin inh -6, HCV inh -9%, Pf growth 48h inconclusive and Pf growth 96h inconclusive.
Screening COC(=O)C1=C(C)N=C2SCCC(=O)N2C1c1cccs1 (stereo not drawn) returned FBPA Giardia inh 3%, CHX counter -3, Shiga toxin inh -2, HCV inh 9% and Pf growth 96h -3%.
`Cn1c(-c2ccc3c(c2)OCO3)cnc1NCc1ccccc1Cl` gave FBPA Giardia inh inconclusive, CHX counter 33*, Shiga toxin inh 73*, HCV inh inconclusive, Pf growth 48h -4% and Pf growth 96h 49%[activator].
For CC(=O)Nc1ccccc1OCc1nnc(-c2ccc(Cl)cc2)o1 the results were FBPA Giardia inh 3%, CHX counter 28*, Shiga toxin inh 33, HCV inh 4%, Pf growth 48h 80%[activator] and Pf growth 96h 41%[activator].
Screening Cc1ccc(CNC(=O)Nc2cccc(C)c2)cc1 returned FBPA Giardia inh 4%, CHX counter 37*, Shiga toxin inh 75*, HCV inh -13%, Pf growth 48h 140%[activator] and Pf growth 96h -12%.
`COc1cccc(NC(=O)CSc2nnc(-c3cc(C)[nH]n3)n2N)c1` gave CHX counter 11, Shiga toxin inh -5, HCV inh 9%, Pf growth 48h -21% and Pf growth 96h inconclusive.

Three structures already listed, arranged by count of non-hydrogen atoms, ascending.
For CC(=O)c1nn(-c2ccc(Br)cc2)cc1C(=O)c1ccco1 the results were FBPA Giardia inh 2%, CHX counter 12, Shiga toxin inh 14, HCV inh -8%, Pf growth 48h inconclusive and Pf growth 96h inconclusive.
For Cc1c(CCC(=O)NCCCN2CCCC2=O)c(=O)oc2c(C)c(O)ccc12 the results were FBPA Giardia inh 10%, CHX counter -1, Shiga toxin inh 0, HCV inh -10%, Pf growth 48h -1% and Pf growth 96h -6%.
`CCCn1nc(C(=O)NNC(=O)CSC(C)C(=O)Nc2cc(C)on2)c2ccccc2c1=O` (stereo not drawn) gave CHX counter -2, Shiga toxin inh 12, HCV inh 8%, Pf growth 48h -1% and Pf growth 96h 0%.

Other compounds:
`CCCS(=O)(=O)N1CCn2c(nc3ccccc32)C1` gave FBPA Giardia inh 2%, CHX counter -3, Shiga toxin inh -11, HCV inh 18% and Pf growth 96h 14%.
CCCCOC(=O)Nc1cc(OC)c(Cl)cc1OC was read as FBPA Giardia inh 7%, CHX counter 2, Shiga toxin inh 30, HCV inh inconclusive, Pf growth 48h inconclusive and Pf growth 96h -3%.
`CCCCNC(=O)N(O)C1N(/N=C/c2ccccc2O)C(=S)SC1(C)C` (stereo not drawn) gave FBPA Giardia inh 6%, CHX counter 41*, Shiga toxin inh 34*, HCV inh 7.1µM*, Pf growth 48h inconclusive and Pf growth 96h 3.3µM*.
For NC(=O)CC1C(=O)N(c2ccccc2)C(=S)N1NC(=O)c1ccc(Br)cc1 (stereo not drawn) the results were FBPA Giardia inh inconclusive, CHX counter 29*, Shiga toxin inh 55*, HCV inh 9% and Pf growth 96h 37%[activator].
Screening CN1C(=O)NC(c2ccccc2[N+](=O)[O-])C2=C1CCCC2=O (stereo not drawn) returned FBPA Giardia inh -24%, CHX counter -4, Shiga toxin inh -5, HCV inh 9%, Pf growth 48h -2%[0.00184 µM] and Pf growth 96h 9.3µM*.
`CCOc1ccc(N2CC(C(=O)Nc3ccc4c(c3)OCO4)CC2=O)cc1` (stereo not drawn) gave FBPA Giardia inh 5%, CHX counter -4, Shiga toxin inh -4, HCV inh -3%, Pf growth 48h -8% and Pf growth 96h -24%.
C=CCn1c(C)cc(/C([O-])=C(/C(=S)Nc2ccc(OC(F)F)cc2)[n+]2ccc(N(C)C)cc2)c1C was read as FBPA Giardia inh -12%, CHX counter 12, Shiga toxin inh 22, HCV inh inconclusive, Pf growth 48h inconclusive and Pf growth 96h 3.7µM*.
`CCOC(=O)C1CCN(Cc2c(F)cccc2Cl)CC1` gave FBPA Giardia inh -30%, CHX counter -2, Shiga toxin inh -8, HCV inh 4%, Pf growth 48h 13% and Pf growth 96h 3%.
For CCCc1[nH][nH]c(=O)c1C(c1ccccc1)C(C#N)C#N (stereo not drawn) the results were FBPA Giardia inh -7%, CHX counter -2, Shiga toxin inh 3, HCV inh 12%, Pf growth 48h 5% and Pf growth 96h 15%.
`CCCCOc1ccc(S(=O)(=O)Nc2cccnc2)cc1` gave FBPA Giardia inh 2%, CHX counter 13, Shiga toxin inh -9, HCV inh 10µM*, Pf growth 48h 0% and Pf growth 96h 2.3µM*.
For Cc1ccccc1OCC(=O)Nc1ccccc1CO the results were FBPA Giardia inh 10%, CHX counter 14, Shiga toxin inh 78*, HCV inh inconclusive, Pf growth 48h 49%[activator] and Pf growth 96h -13%.
`Fc1ccc(C2NCCn3cccc32)cc1` (stereo not drawn) gave FBPA Giardia inh -1%, CHX counter -2, Shiga toxin inh 4, HCV inh -5%, Pf growth 48h 26% and Pf growth 96h -10%.
Screening OCc1ccccc1OCCCN1CCC(Cc2ccccc2)CC1 returned FBPA Giardia inh inconclusive, CHX counter -3, Shiga toxin inh -14, HCV inh inconclusive, Pf growth 48h inconclusive and Pf growth 96h -18%.
`COc1cc(N=C2C(=O)N3c4c(cccc42)C(C)=CC3(C)C)cc(OC)c1` gave FBPA Giardia inh -17%, CHX counter -3, Shiga toxin inh 11, HCV inh -13%, Pf growth 48h inconclusive and Pf growth 96h inconclusive.
Screening Cc1ccc(C(=O)C(C)OC(=O)Cn2[nH]c(=O)c3ccccc3c2=O)cc1 (stereo not drawn) returned CHX counter -2, Shiga toxin inh 43, HCV inh 15%, Pf growth 48h 17% and Pf growth 96h 1%.
COc1ccc2c(CC(=O)Nc3c(C)n(C)n(-c4ccccc4)c3=O)coc2c1 was read as FBPA Giardia inh 0%, CHX counter -3, Shiga toxin inh -2, HCV inh 17% and Pf growth 96h inconclusive.
COc1ccc(OCC(=O)Nc2ccc(NC(=O)c3ccco3)cc2)cc1 was read as FBPA Giardia inh 0%, CHX counter 24*, Shiga toxin inh 78*, HCV inh -1% and Pf growth 48h 4%.
CC(Sc1ccc(Cl)cc1)C(=O)N(C)CC(=O)Nc1ccc(N2CCOCC2)cc1 (stereo not drawn) was read as HCV inh 1%, Pf growth 48h -2% and Pf growth 96h 0%.
`COc1cc2c(cc1NC(=O)Nc1ccc(C)cc1)oc1ccccc12` gave FBPA Giardia inh -4%, CHX counter 19*, Shiga toxin inh 28, HCV inh inconclusive and Pf growth 96h -4%.
For CCOc1ccc(C(=O)NC(=S)Nc2ccccc2OC)cc1[N+](=O)[O-] the results were FBPA Giardia inh 0%, CHX counter -4, Shiga toxin inh 3, HCV inh inconclusive, Pf growth 48h inconclusive and Pf growth 96h 24%.
